p53null 32C kill – selectivity test: cytotoxicity in p53 null cells, permissive temperature; H1299-neo p53 null cells, ATP luminescence, 24 h, 32C; actives 0.62% (n = 55,000); Potency, µM (top dose mostly 46.1 µM), inactives show at the top dose activity change, negative = cytotoxicity, most hits filed as cytotoxic; AID 903;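 further: potency means the concentration at half of the fitted maximal effect; 0% = DMSO only and -100% = full killing by 100 µM tamoxifen; nearly all actives have a fitted effect of over 55% in size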
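Cytotoxicity: H1299-neo (no p53), 32C, 24 h treatment. Concentrations up to 46 uM. Readout cellular ATP, luminescence. Normalization to DMSO basal and tamoxifen 100 uM maximal kill.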
GALK inh – inhibits human galactokinase; AID 1347072; Potency, µM (series often up to 57.5 µM), for inactives: at the highest dose activity, negative = inhibition, usual class: inhibitors; 44,000 tested, under 10 active; recombinant GALK, Kinase-Glo ATP luminescence, 1 h;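 further: plate controls were full GALK reaction for no effect and reaction lacking GALK for full effect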
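Reactions with and without enzyme served as controls. GALK at 5 nM phosphorylates 100 uM galactose using 35 uM ATP (HEPES pH 8.0, Mg2+) for 1 h at RT, with luminescence read 10 min after adding Kinase-Glo Plus.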
PTAP-TSG101 blk – blocks PTAP binding to human TSG101, validation; AID 1347069; Potency, µM (doses to about 115 µM), without a hit: top-dose activity change, negative = inhibition, actives largely listed as inhibitors; Fluorescence polarization, FITC-PTAP peptide/Tsg101, 20 min; 44,000 tested, under 10 active; Q99816; further: potency means the concentration at half of the fitted maximal effect; 0% is about no effect
Target sequence (Q99816 whole entry, looked up): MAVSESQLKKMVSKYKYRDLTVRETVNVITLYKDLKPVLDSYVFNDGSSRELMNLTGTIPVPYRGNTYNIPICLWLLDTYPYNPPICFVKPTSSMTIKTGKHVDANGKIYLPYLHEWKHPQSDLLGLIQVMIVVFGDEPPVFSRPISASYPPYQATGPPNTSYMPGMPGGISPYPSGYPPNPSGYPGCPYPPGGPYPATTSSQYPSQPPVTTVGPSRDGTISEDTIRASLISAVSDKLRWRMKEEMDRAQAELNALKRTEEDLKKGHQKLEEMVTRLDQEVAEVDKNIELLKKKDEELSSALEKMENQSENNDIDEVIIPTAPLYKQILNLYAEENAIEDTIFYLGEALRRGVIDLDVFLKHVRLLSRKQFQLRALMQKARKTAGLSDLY
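FITC-labeled PTAP peptide (50 nM final) binding to Tsg101 binding domain (10 uM final) read by fluorescence polarization after 20 min at r.t. in HEPES pH 7.5 buffer. Actives by CRC class, <25 µM.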
p53null 39C kill – p53 null cell cytotoxicity, nonpermissive temperature | H1299 p53-null (neo) cells, 39C, ATPlite viability, 24 h | Potency, µM (series often up to 46.1 µM), inactives show at the top dose activity, negative = cell killing, actives largely listed as cytotoxic | actives 0.97% (n = 55,000);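 further: potency means the concentration at half of the fitted maximal effect; 0% = DMSO only and -100% = full killing by 100 µM tamoxifen; nearly all actives have a fitted effect of over 50% in size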
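ATP-luminescence viability readout (ATPlite, 20 min RT) after 24 hr compound treatment at 39C of H1299-neo or H1299-p53A138V cells; titration up to 46 uM; normalized to DMSO and 100 uM tamoxifen; Hill-fit AC50.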
NTMT1 inhibitor – inhibitors of human N-terminal methyltransferase NTMT1 | Q9BV86 | NTMT1 MTase-Glo SAH luminescence, purified enzyme | Potency, µM (top dose mostly 114 µM), inactives show top-dose activity change, negative = inhibition, usual class: inhibitors | actives 2.5% (n = 59,000) | AID 1645870;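 further: potency means the concentration at half of the fitted maximal effect; plate controls were DMSO vehicle for no effect and no enzyme for full effect; nearly all actives have a fitted effect of over 65% in size; many of its hits are not listed in these tables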
B2AR arrestin ag – agonists recruiting beta-arrestin to human beta2-adrenergic receptor; HTLA Tango cells, beta-arrestin recruitment, luciferase luminescence, 18 h; P07550; AID 1347077; Potency, µM (doses to about 46.1 µM), without a hit: top-dose activation, actives largely listed as activators; 44,000 tested, under 10 active;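 further: potency means the concentration at half of the fitted maximal effect; 0% = DMSO and full agonism = EC100 isoproterenol or metaproterenol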
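First, Tango cells carrying beta2-AR and beta-arrestin fusions received compound up to 46 microM. After 18 hr at 37 degrees C, luciferase substrate was added for 15 minutes, then luminescence gave %Activity for curve fitting.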
FH mod – Identification of activators of human fumarate hydratase by quantitative high-throughput screening. Potency, µM (highest dose often 79.9 µM), for the others: at the highest dose activity change, negative = inhibition, hits mostly inhibitors. actives 0.22% (n = 54,000). Fumarate hydratase, mitochondrial (Homo sapiens), P07954. AID 1347055, 2019. FH coupled MDH/diaphorase resazurin fluorescence, 15 min; further: potency means the concentration at half of the fitted maximal effect; on the % scale 0 is the no-effect control and ±100 the full control effect; the screen sought activators but most active calls are inhibition curves; nearly all actives have a fitted effect of over 45% in size
Target sequence (P07954 whole entry, looked up): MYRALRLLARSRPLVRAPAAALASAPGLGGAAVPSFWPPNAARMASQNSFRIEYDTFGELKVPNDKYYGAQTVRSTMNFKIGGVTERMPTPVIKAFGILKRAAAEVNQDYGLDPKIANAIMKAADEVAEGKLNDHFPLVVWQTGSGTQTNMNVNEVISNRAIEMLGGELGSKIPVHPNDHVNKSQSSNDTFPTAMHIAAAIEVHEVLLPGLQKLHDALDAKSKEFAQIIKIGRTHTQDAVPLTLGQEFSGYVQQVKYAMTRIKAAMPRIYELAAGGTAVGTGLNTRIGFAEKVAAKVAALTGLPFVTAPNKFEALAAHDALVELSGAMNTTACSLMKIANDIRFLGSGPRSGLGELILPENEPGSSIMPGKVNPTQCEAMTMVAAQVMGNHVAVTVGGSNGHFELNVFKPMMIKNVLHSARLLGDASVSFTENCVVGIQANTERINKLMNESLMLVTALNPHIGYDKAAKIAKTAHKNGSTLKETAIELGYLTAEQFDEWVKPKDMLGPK
Active calls of the source: *; ? = inconclusive; · = not tested or not shown; [ ] = dose if it differs, or a comment. The call rests on the fitted dose curve; in most records, active means well fitted curve in the direction sought with a large enough effect; inconclusive means small, poorly fitted or top-dose-only effect, or another doubt; inactive means no such curve, though single readings can be large; an effect the other way counts as inactive or inconclusive.

Values in the order – p53null 32C kill	GALK inh	PTAP-TSG101 blk	p53null 39C kill	NTMT1 inhibitor	B2AR arrestin ag	FH mod
- CCOc1ccccc1Nc1sc(C(=O)c2ccccc2)c(N)c1S(=O)(=O)c1ccc(C)cc1
  12%	-3%	1%	21%	16%	-2%	-6%
- Cc1ccc(C)c(CN2C(=O)C(=O)c3ccccc32)c1
  1%	-4%	-2%	-8%	1%	1%	-5%
- COc1ccc(CNC(=O)c2cc3c(-c4ccc(Cl)cc4)nn(C)c3s2)cc1
  9%	8%	0%	-7%	13%	0%	?
- COc1cccc(NS(=O)(=O)c2ccc3[nH]c4c(c3c2)CCCCCC4)c1
  59%[activator]	0%	0%	25%	-3%	0%	?
- O=C(NCc1cccc(F)c1)C1CCN(c2nn3cc(-c4ccc(F)cc4)nc3s2)CC1
  -14%	1%	-1%	-5%	7%	0%	7%
- CCOC(=O)C1CCN(C(c2ccccc2OC)c2c(O)cc(C)n(CCOC)c2=O)CC1 (stereo not drawn)
  -5%	0%	-8%	?	-1%	0%	9%
- COC(=O)c1ccc(C(=O)OC)c(NC(=O)CN(c2ccccc2)S(=O)(=O)N(C)C)c1
  3%	1%	-6%	-6%	3%	-2%	-17%
- CCN(C(=O)CSc1nc2ccccc2n1CC(=O)N(C)C1CCCCC1)c1ccccc1
  -2%	2%	0%	19%	-1%	1%	-11%
- COCCn1c(SCC(=O)c2c[nH]c3ccccc23)nc2cc(C(=O)NC(C)C)ccc2c1=O
  -1%	-2%	12%	-15%	-28%	0%	2%
- COc1cccc(N2CC(NC(=O)c3ccc(S(=O)(=O)N4CCCCC4)cc3)CC2=O)c1 (stereo not drawn)
  -3%	-7%	1%	11%	23%	-2%	-13%
- CCOc1ccc(CNC(=O)Cn2c(=O)c3cccn3c3ccccc32)cc1
  45%[activator]	0%	-14%	41%[activator]	?	0%	3%
- O=C(NCc1ccc(F)cc1)c1ccc2oc(=O)n(Cc3ccccc3)c2c1
  -5%	-3%	-7%	6%	-19%	0%	-30%
- Cc1c(C(=O)NC(C)c2ccccc2)sc2ncnc(N(C)C3CCCCC3)c12 (stereo not drawn)
  27%	0%	-3%	85%[activator]	2%	-3%	-11%
- COc1ccc(NC(=O)Cn2cnc3ccc(S(=O)(=O)N4CCC(C)CC4)cc3c2=O)cc1Cl
  ·	4%	2%	·	?	1%	-10%
- CC1=C(C(=O)Nc2cccc(C(F)(F)F)c2)C2(CCN(C(C)C)CC2)OC1=O
  -3%	1%	0%	-10%	-3%	-1%	-22%
- CC(=O)N1CCCc2cc(S(=O)(=O)N3CCC(N(C)C(C)C)CC3)ccc21
  -3%	2%	0%	9%	-5%	0%	?
- Cc1ccc(CNC(=O)c2cc3sc(Cl)cc3n2C)cc1
  ?	8%	0%	-33%	-4%	0%	4%
- CCOc1ccc(NC(=O)CN(C)S(=O)(=O)c2cnc[nH]2)cc1
  -11%	7%	3%	9%	4%	-4%	17%
- CCOC(=O)Cn1c(=O)n(CC2CCCO2)c2nc(-c3ccc(OCC)cc3)nc(C(N)=O)c21 (stereo not drawn)
  2%	-5%	0%	7%	0%	0%	-19%
- Cc1cccc(N(C)C(=O)CS(=O)(=O)c2cccc3nsnc23)c1
  -8%	1%	-1%	13%	-3%	-1%	11%
- Cc1noc(NS(=O)(=O)c2ccc(NC(=O)COc3ccccc3Br)cc2)c1C
  -8%	1%	1%	-12%	10%	1%	-13%
- Cn1ccc2cc(S(=O)(=O)N3CCCN(C(=O)Nc4ccc(Br)cc4)CC3)ccc21
  -7%	-2%	-5%	-3%	8%	-1%	-16%
- CCOC(=O)c1cc(-c2ccc(F)cc2)n(CCC(=O)NC2CCCCC2)c1C
  -5%	0%	-4%	11%	-4%	0%	-6%
- COc1ccc2c(c1)c1c(c(=O)n(-c3cc(Cl)ccc3C)c(=O)n1Cc1ccc(F)cc1)n2C
  0%	0%	0%	17%	13%	0%	8%
- CCCC12CN3CC(CCC)(CN(C1)C3c1c(C)[nH]c(=O)[nH]c1=O)C2=O (stereo not drawn)
  1%	4%	3%	10%	12%	-1%	-18%
- CCCC(=O)Nc1cc(-c2nc3cccnc3s2)ccc1C
  -1%	-15%	-3%	?	0%	0%	-2%
- COC(=O)c1ccc(Cn2c(SCC(=O)N(C)c3ccccc3)nc3ccccc32)cc1
  -7%	2%	-3%	-9%	0%	1%	?
- O=S(=O)(c1ccc(-c2cnc(C3CC3)o2)cc1)N1CCN(c2ccccc2)CC1
  -4%	1%	1%	0%	8%	-1%	26%
- COc1ccc(OC)c(CNC(=O)c2ccc(-c3nc(CSc4ccccc4)c(C)o3)cc2)c1
  4%	0%	-4%	18%	·	0%	·
- COc1ccc(-c2cc(-c3nc(-c4cc(OC)c(OC)c(OC)c4)no3)[nH]n2)c(OC)c1
  2%	4%	0%	-4%	3%	0%	-12%

The list continues.
Values in the order – p53null 32C kill	GALK inh	PTAP-TSG101 blk	p53null 39C kill	NTMT1 inhibitor	B2AR arrestin ag	FH mod
- O=C(Nc1cccc(Cl)c1)c1cc(S(=O)(=O)N2CCCc3ccccc32)ccc1F
  -3%	5%	0%	6%	13%	-1%	?
- COc1ccc(S(=O)(=O)Nc2ccc3oc4c(c3c2)C(=O)CC(C)(C)C4)cc1
  -4%	-15%	-2%	0%	4%	0%	-17%
- CCOc1ccc(NC(=O)N2CCC(CN3CCc4ccccc4C3)CC2)cc1
  -8%	2%	3%	-9%	1%	3%	1%
- O=C(CCS(=O)(=O)c1cccc2nonc12)Nc1c(F)cccc1F
  -1%	5%	3%	25%	7%	0%	-4%
- O=C(NCc1ccco1)c1ccc2c(c1)N(Cc1ccc(Cl)cc1)C(=O)c1ccccc1S2=O (stereo not drawn)
  -2%	8%	-7%	-9%	-5%	-2%	-29%
- Cc1ccc(Cl)cc1N1CCN(C(=O)C2CCCN(Cc3nc(-c4cccc(Cl)c4)oc3C)C2)CC1 (stereo not drawn)
  -1%	7%	0%	?	2%	1%	?
- COc1ccc(S(=O)(=O)Nc2ccc(-c3ccc(N4CCCC4)nn3)cc2)cc1F
  -14%	-2%	-2%	-1%	·	0%	·
- CCOC(=O)c1c(C)c(-c2ccccc2)n(CC(=O)Nc2cccc(C)c2C)c1C
  -5%	-3%	-2%	-13%	-2%	0%	1%
- Cc1ccc(NC(=O)C2CCCN2S(=O)(=O)c2ccc3c(c2)n(C)c(=O)c(=O)n3C)cc1C (stereo not drawn)
  1%	-3%	1%	-11%	2%	0%	-3%
- O=C(NCc1ccccc1)c1cnc(N2CCCCC2)c2ccccc12
  1%	2%	-4%	19%	-12%	0%	-7%
- O=C(NCCCO)C(=O)Nc1c2c(nn1-c1ccc(F)cc1)CSC2
  -1%	2%	-1%	10%	?	-3%	6%
- O=C(CN1CCN(Cc2ccc(F)cc2)C1=O)NCc1ccccc1Cl
  -7%	0%	1%	-21%	6%	0%	-2%
- CCn1cc(C(=O)N2CCN(c3cc(Cl)ccc3C)CC2)c2cc(OC)c(OC)cc2c1=O
  ·	-2%	-11%	·	15%	?	-14%
- Cc1ccc2c(=O)cc(CSc3ccccc3)[nH]c2c1C
  -9%	-1%	-4%	-13%	-1%	1%	-2%
- Cc1nc(-c2ccc(S(=O)(=O)NCc3ccc(F)cc3)cc2)co1
  -9%	0%	-7%	4%	19%	-1%	4%
- COc1ccc(OC)c(NC(=O)N(C)CCc2c(C)nn(C)c2C)c1
  1%	-5%	-5%	-6%	5%	0%	1%
- COc1cc(-c2nc3n(n2)C(c2ccc(F)cc2)C(C(N)=O)=C(C)N3)cc(OC)c1OC (stereo not drawn)
  6%	?	-2%	0%	-12%	0%	-12%
- CCOC(=O)c1c(S(=O)(=O)N2CCC(C(=O)Nc3cccc(C)n3)CC2)c(C)n(C)c1C
  -4%	-1%	-1%	-5%	4%	-1%	-2%
- Cc1ccc(NC(=O)c2sc3nc(-c4cccs4)ccc3c2N)cc1F
  -9%	0%	-3%	-3%	-1%	-2%	-4%
- CCOCCCNC(=O)c1c[nH]c2ccc(S(=O)(=O)N(C)c3ccc(Cl)cc3F)cc2c1=O
  -16%	-2%	3%	15%	1%	0%	-26%
- Cc1ccc(S(=O)(=O)N2CCN(Cc3cc(=O)n4nc(-c5ccccc5Cl)sc4n3)CC2)cc1
  11%	0%	0%	-12%	10%	0%	5%
- CCC(C)NC(=O)CCc1c(C)nc2c(c(C)nn2-c2ccc(C)cc2)c1C (stereo not drawn)
  -2%	-1%	1%	?	-1%	-3%	2%
- CN(C)c1ccc(CNC(=O)CCCn2ccc3cc(S(=O)(=O)N4CCCC4)ccc32)cc1
  -3%	0%	-1%	3%	-1%	0%	-29%
- COc1ccc(CNC(=O)C2CCN(c3nc4ccccc4[nH]3)CC2)cc1OC
  3%	0%	-2%	?	2%	0%	-7%
- Cc1ccc(CNC(=O)Cn2c(=O)ccc3cc(S(=O)(=O)N4CCCC4)ccc32)cc1
  -2%	-1%	-11%	22%	0%	0%	-14%
- COc1cc(Cl)c(C)cc1NC(=O)Cn1cc(S(=O)(=O)N2CCC(C)CC2)c2ccccc2c1=O
  3%	2%	-4%	-11%	7%	1%	-20%
- COc1cc(C)ccc1OCCSc1nc(-c2cccc(C)c2)nc2cc(=O)[nH]n12
  0%	0%	0%	10%	-3%	0%	-28%
- CC(C)Oc1ccc(C(=O)Nc2ccc3oc(-c4ccncc4)nc3c2)cc1
  -4%	2%	0%	-13%	0%	0%	10%
- O=C(NCc1ccccc1Cl)c1cc(=O)[nH]c2ccc(S(=O)(=O)N3CCCCC3)cc12
  0%	2%	-2%	-23%	0%	1%	0%
- COc1ccc2c(c1)CC(C(=O)NCCN1CCN(c3cccc(C)c3C)CC1)CO2 (stereo not drawn)
  2%	-2%	1%	-6%	-6%	-1%	-3%
- CCCc1nn2c(=O)cc(COC(=O)c3ccc(NC(=O)C(C)Oc4ccccc4)cc3)nc2s1 (stereo not drawn)
  -6%	0%	-2%	3%	5%	0%	-1%
- COc1ccc(CCNC(=O)Cc2c(C)c3c(cc(C)c4c(C)coc43)oc2=O)cc1
  0%	?	-1%	17%	6%	-2%	-16%

Screening data from PubChem BioAssay.

Only part of the results is shown, so the mix of outcomes need not match the whole.
